Screening data as filed in PubChem BioAssay.
Giardia killer = Small Molecules that selectively kill Giardia lamblia: qHTS; Giardia lamblia trophozoite viability; activity change, % at 7.66 µM, hits read low; AID 540267, 2011; actives 0.15% (n = 340,000); in the data active = activity change below about -80%; inconclusive = between about -30% and that limit;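 note: parasites exposed to compound for two days anaerobically before the ATP read; % is set by controls: 0 for no effect and ±100 for the full control effect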
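Each well holds 100 Giardia trophozoites and compound. After two days (48 hrs) at 37 deg C in anaerobic conditions, ATP is quantified by luminescence.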
B2AR arrestin = qHTS assay of beta-arrestin-biased ligands of beta2-adrenergic receptor | Beta-2 adrenergic receptor (Homo sapiens), P07550 | beta-arrestin recruitment to beta2AR, cell-based reporter | Potency, µM (titrated, usually from 46.1 µM), for inactives: top-dose activation, hits mostly activators | actives 0.02% (n = 330,000) | AID 492947, 2010;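 note: potency is the fitted concentration of half-maximal effect; 0% = DMSO controls and full agonism = EC100 isoproterenol or metaproterenol; nearly all actives have a fitted effect of over 65% in size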
hERG WT inh = qHTS for Inhibitors of KCHN2 3.1: Wildtype qHTS; AID 720551, 2013; Voltage-gated inwardly rectifying potassium channel KCNH2 (Homo sapiens), Q12809; U2OS, BacMam KCNH2, thallium flux FluxOr; stronger effect = lower value; actives 0.37% (n = 340,000); activity change, % at 1.84 µM;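 active = maximum activity change below -70%; inconclusive = maximum activity change between -70% and -50%; inactive = maximum activity change above -50%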; note: % is set by controls: 0 for no effect and ±100 for the full control effect
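U2OS cells were transduced with wild-type KCNH2 virus (2.03 x 10^8 / mL) for 4 h at room temperature, then cultured overnight at 37 C. Thallium flux was read with FluxOr dye. Rate constants were normalized to DMSO controls.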
PKM2 act = qHTS Assay for Activators of Human Muscle isoform 2 Pyruvate Kinase; purified PKM2, Kinase-Glo ATP luminescence, activation; response scale: 0% is enzyme alone, no compound; Potency, µM (highest dose often 57.5 µM), for inactives: at the top dose activation, usual class: activators; actives 0.34% (n = 260,000); AID 1631, 2009; note: potency is the fitted concentration of half-maximal effect; % is set by controls: 0 for no effect and ±100 for the full control effect; nearly all actives have a fitted effect of over 55% in size
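Kinase-Glo luminescence reports ATP generated from ADP (0.1 mM) and PEP (0.5 mM) by purified hPK-M2 after 1 h at room temperature, pH 7.2 imidazole buffer; intermediate enzyme activity allows detecting inhibitors and activators.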
Menin-MLL TR inh = qHTS Assay for Inhibitors Targeting the Menin-MLL Interaction in MLL Related Leukemias: Competition With Texas Red Labeled MLL-derived Mutant Peptide. Menin + Texas Red MLL mutant peptide, fluorescence polarization. Potency, µM (series often up to 61.6 µM), without a hit: at the highest dose FP activity change, negative = inhibition, hits mostly inhibitors. actives 0.23% (n = 270,000). AID 1768, 2009; active = well fitted inhibition curve with a large enough effect in the polarisation, with a control signal flat, not every such curve was filed as active; inconclusive = small, poorly fitted or top-dose-only effect, or effect the other way, or a change in a side signal; inactive = no such curve, though single readings can be large or run the other way; the % refers to the polarisation; note: potency is the fitted concentration of half-maximal effect; % of control where 0% means no effect; many of its hits are not listed in these tables
TRPV1 agonist = HTS Assay for Compounds that Act as Agonists of the Vanilloid Receptor 1; Transient receptor potential cation channel subfamily V member 1 (Homo sapiens), Q8NER1; TRPV1-expressing cells, Fluo-8 calcium influx, agonist mode; activation, % at 8.33 µM; actives 0.19% (n = 320,000); AID 540275, 2011; in the data active = activation above about 80%; inconclusive = between about 30% and that limit; note: 0% is about no effect
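TRPV1-expressing cells were cultured overnight at 35.5C and loaded with Fluo-8 calcium dye for 40 to 90 min at room temperature. After a 10 s baseline, compound was added and calcium influx was read kinetically for 3 min (ex 480/em 520 nm).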
GALK inhibitor = qHTS Assay for Inhibitors of Human Galactokinase (GALK); Potency, µM (doses to about 57.5 µM), for the others: top-dose activity change, negative = inhibition, hits mostly inhibitors; actives 0.007% (n = 270,000); P51570; Purified GALK, Kinase-Glo residual ATP luminescence; AID 1868, 2009; note: potency is the fitted concentration of half-maximal effect; % is set by controls: 0 for no effect and ±100 for the full control effect
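Compounds were pin-transferred into ATP buffer (35 uM final), then GALK plus galactose (5 nM, 100 uM final) was added. After 1 h at room temperature, Kinase-Glo Plus was added and luminescence read after 10 min.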
KCNH2 3.1 block = qHTS for Inhibitors of KCHN2 3.1: Mutant qHTS | activity change, % (tested at about 1.8 µM) | actives 0.95% (n = 340,000) | U2OS KCNH2 3.1, thallium flux FluxOr; stronger effect = lower value | Potassium voltage-gated channel subfamily H member 2, brain isoform KCNH2 3.1 (human) | AID 720553, 2013;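 active = maximum activity change below -70%; inconclusive = maximum activity change from -70% to -50%; inactive = maximum activity change above -50%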;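 note: thallium influx rate constant from kinetic fluorescence after stimulation buffer; % is set by controls: 0 for no effect and ±100 for the full control effect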
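We transduce U2OS cells with the mutant 3.1 virus, culture them overnight, load FluxOr with Red40 quencher for 45 min, then add stimulation buffer and read kinetically for 2 min to derive a normalized rate constant.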
MLL CXXC-DNA inh = qHTS Fluorescence Polarization Assay for Inhibitors of MLL CXXC domain - DNA interaction; actives 0.037% (n = 290,000); Histone-lysine N-methyltransferase 2A (Homo sapiens), Q03164; Potency, µM (highest dose often 115 µM), for inactives: at the top dose activity change, negative = inhibition, most hits filed as inhibitors; MLL-CXXC / FITC-HOXA9 DNA fluorescence polarization; active = well fitted inhibition curve with a large enough effect in the polarisation, with a control signal flat, not every such curve was filed as active; inconclusive = small, poorly fitted or top-dose-only effect, or effect the other way, or a change in a side signal; inactive = no such curve, though single readings can be large or run the other way; the % refers to the polarisation; note: potency is the fitted concentration of half-maximal effect
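Steps: dispense CXXC domain solution (7 uM) → pin compounds or unlabeled HOX-A9 DNA control → 5 min ambient → add FLSN-HOX-A9 solution (50 nM) → spin → 30 min ambient → fluorescence polarization. Tris pH 7.5/NaCl/DTT/BSA buffer.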
USP2a block = qHTS Assay for Inhibitors of Ubiquitin-specific Protease USP2a Using CHOP2 as the Reporter | Ubiquitin carboxyl-terminal hydrolase 2 (Homo sapiens), O75604 | USP2 core, Ub-CHOP2 coupled fluorogenic reporter, 485/531 | Potency, µM (doses to about 38.3 µM), for the others: at the highest dose activity change, negative = inhibition, actives largely listed as inhibitors | actives 0.01% (n = 330,000);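 note: potency is the fitted concentration of half-maximal effect; plate controls were DMSO wells for no effect and full inhibition by NEM control for full effect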
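USP2 core (10nM final) preincubated 30min RT with compound in 20mM Tris-HCl pH 8.0, 2mM CaCl2, 2mM beta-mercaptoethanol, 0.05% CHAPS; 25nM Ub-CHOP2 plus 25nM reporter substrate added, fluorescence (Ex485/Em531) read after 60min.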
FBPA coupling cs = qHTS Assay for Inhibitors of Fructose-1,6-bisphosphate Aldolase from Giardia Lamblia: Coupling assay counterscreen; coupling enzyme system counterscreen, AmpLite Red fluorescence; activity change, negative = inhibition, % at 58.2 µM, hits read low; actives 0.67% (n = 290,000); in the data active = activity change below about -30%; note: % is set by controls: 0 for no effect and ±100 for the full control effect
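Final compound at 57.5 uM, incubated 10 min at RT with coupling enzyme reagent (glyceraldehyde-3-phosphate), then 20 min with substrate and AmpLite Red detection. Fluorescence read at 525/598 nm; tests interference with the coupling assay, not aldolase inhibition.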
Starred values were filed as active, the others as inactive; ? = inconclusive; · = not tested or not shown; [ ] = remark or other dose. Unless noted, calls come from the whole dose curve; as a rule, active = well fitted curve in the direction sought with a large enough effect; inconclusive = small, poorly fitted or top-dose-only effect, or another doubt; inactive = no such curve, though single readings can be large; an effect the other way counts as inactive or inconclusive.

canonical_smiles	Giardia killer	B2AR arrestin	hERG WT inh	PKM2 act	Menin-MLL TR inh	TRPV1 agonist	GALK inhibitor	KCNH2 3.1 block	MLL CXXC-DNA inh	USP2a block	FBPA coupling cs
c1ccc2c(c1)Cn1nnnc1-2	1	-0.7%	-3	-10%	0%	-3	-2%	7	-4%	1%	0
Cc1ccc(-c2nc3ccc(Cl)cc3n2OC(C)C(=O)O)cc1 (stereo unspecified)	-19	0.1%	0	0%	-1%	2	-2%	-11	0%	3%	-13
COc1ccc(/C(O)=C2/C(=O)C(=O)N(c3ccccn3)C2c2ccc(F)cc2)cc1 (stereo unspecified)	?	0.4%	21	·	?	2	·	-6	46%[activator]	1%	11
O=[N+]([O-])c1ccccc1Nc1cccnc1	-20	-0.3%	32	·	·	-3	·	10	·	0%	·
CC(C)(C)NC(=O)CCN(/N=C/c1ccccc1F)C1=NS(=O)(=O)c2ccccc21	2	-0.7%	-4	·	?	?	·	3	-2%	2%	2
COc1ccc(S(=O)(=O)N2CCN(C(=O)COc3ccccc3)CC2)cc1	8	-0.6%	32	14µM*	5%	11	-2%	0	-9%	-1%	2
COC(=O)CNC(=O)C1CCC(CNS(=O)(=O)c2cccc3nsnc23)CC1 (stereo unspecified)	-27	0.3%	0	·	·	2	2%	-22	-5%	5%	·
CC1C(=O)OC(c2ccc(Br)cc2)C(C)(C)C1=O (stereo unspecified)	15	0.3%	4	-2%	·	-1	0%	19	-7%	6%	13
COc1ccc(/C=N/S(=O)(=O)c2cccs2)cc1	8	0.0%	-4	-1%	-7%	-2	-3%	12	5%	5%	-3
COc1ccc(N2C(=O)C3ON(C4SC(=S)N(C)C4(C)C)C(c4ccc([N+](=O)[O-])cc4)C3C2=O)cc1 (stereo unspecified)	4	-0.4%	11	-4%	24%	3	-2%	-11	3%	0%	-2
Cc1cccc(NC(=O)C2CCN(S(=O)(=O)c3ccc4c(c3)NC(=O)CO4)CC2)c1C	29	0.4%	5	·	12%	4	-2%	-8	2%	1%	-1
CC1CCN(C(=O)c2ccc3c(c2)OCCO3)CC1	3	0.0%	16	-4%	-22%	0	2%	16	12%	-1%	1
COc1cccc(CNC(=O)CCNC(=O)Cn2ccc3ccccc3c2=O)c1	3	-0.7%	15	0%	-2%	-1	1%	4	6%	2%	7
Cc1ccc2c(c1)N/C(=C(\C=C(/Cl)[N+](=O)[O-])[N+](=O)[O-])N2	·	0.2%	·	14%	13%	-1	-1%	·	7%	3%	-13
Clc1ccc(-c2nnc(-c3ccccc3)c(-c3ccccc3)n2)cc1	1	0.6%	0	-9%	·	8	·	-18	-6%	-1%	-3
Cc1ccc(-c2cn(S(=O)(=O)c3cccc4nsnc34)nc2N)cc1	-12	·	-11	29%	?	1	-5%	-10	0%	·	-1
O=C(CCC(=O)Nc1ccccc1)N/N=C/c1ccccc1F	12	-1.0%	-11	-1%	10%	4	2%	-2	1%	-3%	-8
Cc1cc2nc3c(=O)n(C4CCCCC4)c(=O)[nH]c3nc2cc1N	-9	6.0%	-8	7%	6%	?	0%	-14	0%	?	2
O=C(C1=COCCO1)N(Cc1nnc(-c2ccc(Cl)cc2)o1)C1CC1	-5	-0.1%	-4	·	·	5	·	-8	·	1%	·
COc1ccc(CNc2cc(C)nc3ncnn23)c(OC)c1	-4	0.2%	7	4%	-3%	-2	3%	5	21%	2%	2
CCOc1ccc(S(=O)(=O)NNC(=O)c2cc3ccccc3o2)cc1	-7	0.2%	-5	4%	-1%	0	0%	-3	1%	-1%	13
CCc1nc(SCC(=O)Nc2sc(C)c(C)c2C(=O)OC)c2ccccc2n1	·	-0.5%	·	2%	-6%	1	-1%	·	4%	4%	-1
O=S(=O)(NC(=NCc1ccccc1)c1ccccc1)c1ccccc1	-2	0.0%	10	·	-5%	10	-1%	13	-15%	2%	3
COc1cc(NS(=O)(=O)c2ccc3c(c2)C(C)(C)C(=O)N3C)cc(OC)c1	-7	-0.1%	19	4%	3%	-2	·	-3	·	1%	-1
Cc1cc2ncn(S(=O)(=O)N(C)C)c2cc1C	-3	-0.2%	1	-2%	4%	13	-4%	-8	2%	2%	-2
CCCN(CCC)c1ccc(/C=N/NC(=O)CN2CCOCC2)cc1	8	0.1%	-1	-1%	-23%	4	4%	16	1%	2%	1
Cc1c(Cl)cccc1NC(=O)CNCc1ccccc1F	-5	-0.5%	-2	-2%	1%	22	13%	-16	6%	3%	0
CC(C)C(=O)N1CCC(CN=CC2=C(O)CC(C)(C)CC2=O)CC1	-9	-0.4%	-7	-1%	-3%	-1	0%	4	0%	-2%	0
CC(C)CNC(=O)[C@H](Cc1ccccc1)NC(=O)c1ccco1	-1	-0.1%	-7	1%	-12%	-1	-2%	-16	10%	2%	-2
CCOc1ccc(NC(=O)CC2C(=O)N(CC)C(=S)N2CCNC(C)=O)cc1 (stereo unspecified)	25	-0.6%	-4	2%	-2%	1	·	-8	0%	-1%	0
CCc1ccc(-c2csc3ncn(Cc4ccc(C(=O)O)cc4)c(=O)c23)cc1	-1	-0.4%	6	-1%	19%	0	-2%	79	1%	0%	14
COc1ccc(CNC(=O)Cn2cnc3c(SC)nc(N)nc32)cc1	8	-1.0%	40	·	·	·	·	-10	·	1%	·

Already shown: 8 of the compounds above.
canonical_smiles	Giardia killer	B2AR arrestin	hERG WT inh	PKM2 act	Menin-MLL TR inh	TRPV1 agonist	GALK inhibitor	KCNH2 3.1 block	MLL CXXC-DNA inh	USP2a block	FBPA coupling cs
O=C(CCC(=O)Nc1ccccc1)N/N=C/c1ccccc1F	12	-1.0%	-11	-1%	10%	4	2%	-2	1%	-3%	-8
Cc1cc2nc3c(=O)n(C4CCCCC4)c(=O)[nH]c3nc2cc1N	-9	6.0%	-8	7%	6%	?	0%	-14	0%	?	2
O=C(C1=COCCO1)N(Cc1nnc(-c2ccc(Cl)cc2)o1)C1CC1	-5	-0.1%	-4	·	·	5	·	-8	·	1%	·
COc1ccc(CNc2cc(C)nc3ncnn23)c(OC)c1	-4	0.2%	7	4%	-3%	-2	3%	5	21%	2%	2
CCOc1ccc(S(=O)(=O)NNC(=O)c2cc3ccccc3o2)cc1	-7	0.2%	-5	4%	-1%	0	0%	-3	1%	-1%	13
CCc1nc(SCC(=O)Nc2sc(C)c(C)c2C(=O)OC)c2ccccc2n1	·	-0.5%	·	2%	-6%	1	-1%	·	4%	4%	-1
O=S(=O)(NC(=NCc1ccccc1)c1ccccc1)c1ccccc1	-2	0.0%	10	·	-5%	10	-1%	13	-15%	2%	3
COc1cc(NS(=O)(=O)c2ccc3c(c2)C(C)(C)C(=O)N3C)cc(OC)c1	-7	-0.1%	19	4%	3%	-2	·	-3	·	1%	-1

These rows are one share of the data. The share of hits here may be higher or lower than overall.
